High-throughput results (PubChem BioAssay)
M1 antag: blocks the rat M1 muscarinic receptor response to acetylcholine; CHO-M1 cells, Fluo-4 calcium, ACh EC80 antagonist mode; active compounds read low; B-score at 10 µM; 64,000 compounds, 3.4% hits; AID 628;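 active = calcium fluorescence response, raw or row-and-column corrected B-score, differing from the plate sample mean either way at a set confidence level, mostly lower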
HEK293 NFkB inh: lowers PMA/ionomycin-induced NF-kB signal in HEK293 cells. HEK-293 NF-kB luciferase reporter, luminescence. inhibition, % at 3 µM. 62,000 compounds, 0.21% hits;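 active = inhibition above the mean of all tested compounds plus 3 SD, cut at about 40% in these data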;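 note: 0% = stimulated DMSO wells and 100% = 10 µM reference inhibitor 5653914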
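Reagent: PMA plus ionomycin mix as NF-kB-activating stimulus. Assay system: NF-kB luciferase reporter HEK-293 cells. Technique: luminescence from luciferase substrate reagent. Incubation: 1 h compound pre-incubation, 16 h PMA/ionomycin at 37 °C. Benchmarks: DMSO only as uninhibited control, 10 µM reference inhibitor as full inhibition. Repeats: tested once.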
TNAP act DEA: activators of human TNAP at intermediate phosphate acceptor; P05186; purified TNAP, CDP-star luminescence, 100 mM DEA, 30 min; active compounds read high; scale: 0 levamisole-inhibited, 1 vehicle-only enzyme; activation factor at 20 µM; 64,000 tested, under 10 active;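 active = activation factor of at least 2 at 20 µM, relative to controls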
Target sequence (P05186 whole entry, looked up): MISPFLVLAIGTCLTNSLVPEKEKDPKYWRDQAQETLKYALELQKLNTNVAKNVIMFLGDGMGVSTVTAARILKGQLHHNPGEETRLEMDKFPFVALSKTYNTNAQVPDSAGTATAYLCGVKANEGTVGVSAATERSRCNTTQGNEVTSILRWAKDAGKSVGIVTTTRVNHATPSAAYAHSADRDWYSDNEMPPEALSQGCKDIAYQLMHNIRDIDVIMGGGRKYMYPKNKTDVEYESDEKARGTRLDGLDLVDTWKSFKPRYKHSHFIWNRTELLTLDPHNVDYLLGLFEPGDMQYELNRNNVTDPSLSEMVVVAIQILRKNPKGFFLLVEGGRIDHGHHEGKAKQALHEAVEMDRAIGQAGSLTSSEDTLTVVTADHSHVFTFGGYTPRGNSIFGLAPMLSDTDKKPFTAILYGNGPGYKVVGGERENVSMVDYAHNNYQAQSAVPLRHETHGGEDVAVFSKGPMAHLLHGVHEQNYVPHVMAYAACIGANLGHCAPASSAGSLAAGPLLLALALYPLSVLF
M1 ag: agonists of M1 muscarinic receptor; AID 626; 64,000 compounds, 3% hits; CHO-M1 cells, Fluo-4 calcium fluorescence, agonist mode; active compounds read high; B-score at 10 µM;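 active = fluorescence rise, raw or as B-score row- and column-corrected plate score, outside the 99.7% band of its plate's samples, either direction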
D1 mod: D1 dopamine receptor (human) allosteric modulation | P21728 | HEK293 D1, CRE-luciferase, dopamine EC30 potentiation; actives deviate in either direction | B-score at 10 µM | 58,000 compounds, 5.9% hits;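 active = luminescence count or its row- and column-corrected plate score outside the 99.7% band of the plate's sample wells, on either side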
Ecoli tolC: blocks growth of E. coli BW25113 tolC mutant; OD615; growth inhibition, % at 10 µM (by protocol); 65,000 compounds, 2.2% hits;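 active = growth inhibition at or above a cutoff equal to the mean over every tested compound plus 3 SD, cut at about 60% in these data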;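 note: growth measured after 20 h incubation at 37 °C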
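Assay system: tolC-deleted E. coli BW25113. Medium: kanamycin-containing LB broth (50 µg/mL). Dosing: 10 µM final, single dose. Timing: bacterial growth with compound for 20 h at 37 °C. Detection: A615 absorbance measurement. Read-out basis: growth inhibition in percent.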
SF-1 act: SF-1 (human) activation | Q13285 | CHO-K1 Gal4-SF-1 LBD luciferase reporter; % increase over DMSO SF-1-specific signal | activation, % at 10 µM | 65,000 compounds, 1.9% hits | AID 522;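 active = activation above the mean activation of all tested compounds plus 3 SD, cut at about 50% in these data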
Target sequence (Q13285 whole entry, looked up, the tested form may be a part): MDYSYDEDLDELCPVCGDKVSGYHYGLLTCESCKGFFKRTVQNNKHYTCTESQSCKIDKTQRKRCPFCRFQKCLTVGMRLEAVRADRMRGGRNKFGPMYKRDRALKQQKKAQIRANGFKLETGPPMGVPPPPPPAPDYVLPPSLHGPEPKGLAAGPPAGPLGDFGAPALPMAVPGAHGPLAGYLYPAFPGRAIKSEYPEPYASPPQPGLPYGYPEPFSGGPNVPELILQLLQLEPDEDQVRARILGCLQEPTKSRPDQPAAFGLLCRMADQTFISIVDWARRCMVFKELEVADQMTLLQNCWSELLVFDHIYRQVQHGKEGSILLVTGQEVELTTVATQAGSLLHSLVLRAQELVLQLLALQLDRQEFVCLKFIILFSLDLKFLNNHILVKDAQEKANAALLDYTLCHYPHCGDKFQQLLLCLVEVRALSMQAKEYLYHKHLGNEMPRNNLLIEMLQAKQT
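Test system: CHO-K1 cells with Gal4–hSF-1 LBD chimera plus Gal4-driven luciferase; Input: 4,000 cells/well; Compound: 10 µM only; Times: 20 h compound treatment, 37 °C; Measured by: steady-glow luciferase luminescence, read after 15 min reagent incubation; Measure: percent activation versus DMSO; Control set: DMSO and mock-transfected background; Replicates: one test per compound.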
Jurkat tox 60K: cytotoxic compounds reducing Jurkat cell viability | AID 463 | Jurkat E6.1 viability, ATP luminescence, 48 h | 56,000 compounds, 1.2% hits | inhibition, % at 4 µM;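 active = inhibition above the mean inhibition of all tested compounds plus 3 SD, cut at about 28% in these data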
NADH coupling: inhibition of NAD/NADH coupling enzymes, library profiling | 65,000 compounds, 0.02% hits | IC50, µM (series often up to 10 µM), for inactives: at the top dose inhibition | coupled PK/LDH NADH assays, four targets | AID 774;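 active = single-dose screening hits from any of four coupled enzyme assays that gave an IC50 when retested across doses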;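 note: the DPM-DC format reads NADH fluorescence rather than 340 nm absorbance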
An asterisk follows results filed as active; . = not tested or not shown; [ ] = another dose, or the depositor's remark.

SMILES | M1 antag | HEK293 NFkB inh | TNAP act DEA | M1 ag | D1 mod | Ecoli tolC | SF-1 act | Jurkat tox 60K | NADH coupling
CC1(C)CC(=O)C2=C(C1)Nc1ccccc1N=C2 | -1.1 | -3 | 0.8 | -1.8 | . | -2 | 58* | 9 | 5%
Cc1nn2c3ccccc3nc2c2ccccc12 | -0.67 | 14 | 1 | 1.1 | . | 28 | 11 | . | 11%
Cc1cccc(NC(=O)c2ccc(S(=O)(=O)N3CCCCC3)cc2)n1 | -2.4 | 5 | 0.8 | -2.6* | 0.48 | 11 | 4 | 3 | 3%
COc1ccc(S(=O)(=O)N2CCCC(C(=O)NCCC3=CCCCC3)C2)cc1 (configuration not stated) | -1.6 | 31 | 0.9 | 1.2 | -0.0077 | 3 | 9 | 4 | 6%
CCOc1ncccc1C(=O)OCC(=O)N1CCN(S(=O)(=O)c2ccccc2)CC1 | 0.0019 | 10 | 0.8 | 0.025 | 1.1 | -10 | 3 | 0 | 1%
NS(=O)(=O)c1ccc(CCNC(=O)COC(=O)C2CCCN2C(=O)c2cccs2)cc1 (configuration not stated) | -0.83 | 6 | 0.9 | -0.83 | -0.5 | -8 | 0 | -2 | 5%
O=C(CN1CCN(c2ncc(C(F)(F)F)cc2Cl)CC1)NC(=O)NCc1ccccc1 | 0.73 | 17 | 0.9 | -0.11 | 0.031 | -6 | 19 | 13 | 5%
CN(C(=O)c1ccco1)c1nnc(C23CC4CC(CC(C4)C2)C3)s1 | 0.42 | -9 | 0.8 | -0.0056 | 3.1 | 7 | 76* | -12 | 2%
CCCn1c(SCC(=O)Nc2cccc(C(=O)OCC)c2)nnc1-c1ccoc1C | -0.41 | -4 | 1 | -0.62 | -0.23 | 15 | -10 | 4 | 7%
Cn1c(=O)c2c(SCc3cccnc3)nc(CC(C)(C)C)nc2n(C)c1=O | -0.84 | 15 | 0.9 | -0.34 | . | 97* | 14 | -8 | 3%
N#CC1=C(N)Oc2ccccc2C12C(=O)Nc1n[nH]c(-c3ccccc3)c12 (configuration not stated) | 0.82 | 11 | 0.8 | -0.83 | 0.16 | 3 | -2 | -2 | 2%
CN(C)S(=O)(=O)c1ccc(N2CCCC2)c(C(=O)Nc2ccccc2N2CCOCC2)c1 | 0.54 | 9 | 0.9 | 1.1 | 0.92 | 5 | -15 | -5 | 7%
CCOc1ccccc1CNC(=O)C1CCC(=O)N1C(C)C (configuration not stated) | 0.16 | 10 | 1.1 | 0.5 | 0.041 | -6 | -7 | 10 | 7%
O=C(NCC1COCCO1)C1CCN(S(=O)(=O)c2ccccc2)CC1 (configuration not stated) | -0.35 | 10 | 1 | -0.41 | 0.19 | 4 | 0 | 2 | 4%
CC(NC(=O)C1C(=O)N(CCO)C2(C)CC1c1ccccc1O2)c1ccccc1 (configuration not stated) | 0.3 | 21 | 0.9 | -0.84 | -1.3 | -14 | -6 | -7 | 6%
COc1ccc(N2CCN(C(=O)CN3C(=O)c4ccccc4S3(=O)=O)CC2)cc1 | 0.019 | 7 | 0.9 | -0.031 | . | -2 | 12 | . | 2%
c1nc(NCCN2CCOCC2)c2c3c(sc2n1)CCCCC3 | -0.65 | 18 | 0.9 | 0.33 | 1.7 | -11 | 10 | 4 | 8%
c1ccc(-c2nc3ccccc3nc2N2CCOCC2)cc1 | -0.8 | 18 | 0.9 | 0.73 | 0.0037 | 11 | 36 | -10 | 0%
Cc1cc(C)c(NC(=O)NC(=O)c2cccc(F)c2)c(C)n1 | -0.0076 | -16 | 1 | -0.31 | 0.47 | -6 | 30 | -2 | 7%
CCCCCCn1c(SCCN2CCOCC2)nc2c1c(=O)[nH]c(=O)n2C | -0.079 | . | 0.9 | 1.2 | . | 15 | -2 | . | 1%
Cc1cccc(OCCSc2nnc(-c3ccoc3C)n2C)c1 | 0.18 | 1 | 1 | 0.35 | -0.99 | -12 | 4 | -8 | 4%
c1ccc(OCc2nc3ccccc3s2)cc1 | 0.85 | -38 | 0.9 | -0.11 | -0.2 | 21 | 42 | 0 | 6%
Cc1noc(C)c1S(=O)(=O)N1CCC(C(=O)N2CCC(C)CC2)CC1 | . | 8 | 1 | . | 1.1 | -14 | 0 | . | 5%
C=CCOC(=O)C1=C(C)N=C2SCCC(=O)N2C1c1cccs1 (configuration not stated) | -0.41 | 12 | 1 | -0.54 | -0.26 | 11 | 2 | 3 | 4%
Cc1nc2c(-c3ccccc3)c(C)nn2c(C)c1CCC(=O)O | 0.17 | 2 | 0.8 | 0.48 | 1.6 | 3 | 7 | -5 | 4%
O=C(NCCCN1CCOCC1)C1(c2ccccc2)CCCC1 | 1 | 11 | 0.9 | 0.075 | 0.0074 | 13 | -4 | 6 | 4%
CC(c1ccco1)N(C(=O)c1cccs1)c1ccccn1 (configuration not stated) | -0.58 | 12 | 1 | -0.14 | 0.0033 | 7 | 0 | 3 | 1%
CCOc1ccc(NC(=O)c2ccco2)cc1 | 0.14 | -10 | 0.9 | 0.0085 | -4.8* | -7 | -17 | 6 | 7%
CCn1nnc(NC(=O)c2cccc(-c3cc4ccccc4oc3=O)c2)n1 | -0.14 | -9 | 0.9 | 0.74 | 1.1 | 14 | 55* | 3 | 38%[fluoresces]
CC(=O)c1cc(F)c(N2CCN(CCC#N)CC2)cc1C | -0.54 | . | 0.9 | -0.24 | 2.4 | -13 | . | . | 1%
COc1ccc(/C(O)=C2/C(=O)C(=O)N(CCCN(C)C)C2c2ccco2)cc1Cl (configuration not stated) | -0.73 | . | 0.8 | 35* | 0.24 | 8 | 3 | . | 1%
CCCCNC(=O)C(C#N)c1nc2ccccc2nc1N1CCCC1 (configuration not stated) | -1.8 | 9 | 0.8 | 54* | 1.5 | -12 | -16 | 2 | 6%
Cc1occc1-c1nnc(SCC(=O)c2ccc(F)cc2)o1 | -0.5 | 7 | 0.8 | -0.61 | 0.32 | 13 | 3 | 1 | 4%
O=C(Cn1cnc2c(cnn2-c2ccc(F)cc2)c1=O)N1CCN(c2ccccc2F)CC1 | 0.6 | 12 | 1 | 0.28 | 0.81 | -9 | 3 | 6 | 5%
O=C1COc2ccccc2N1Cc1ccccc1Cl | 0.91 | 26 | 0.9 | 0.72 | 4.9* | 20 | -2 | 0 | 5%
CCCCOCCCNC(=O)C1CCCCC1 | 0.82 | 0 | 0.9 | -0.77 | 0.34 | -3 | -11 | -1 | 2%
N#Cc1cnc(SCC(=O)Nc2ccccc2C(F)(F)F)nc1N | 0.68 | 5 | 0.9 | -0.37 | 0.14 | 13 | -10 | . | 4%
Cc1cc(NC(=O)Nc2ccccc2)n(-c2ccccc2)n1 | 0.023 | 6 | 1 | -0.18 | -0.33 | 17 | 6 | -8 | 1%
CCN1CCCC1CNC(=O)CSc1cc(=O)n(C)c2cc(Cl)ccc12 (configuration not stated) | -0.88 | 3 | 1 | 0.32 | -0.38 | -9 | -7 | -3 | 1%
CCCc1c(C)c2ccccc2[nH]c1=O | -1 | 17 | 0.9 | -1.3 | 0.66 | 7 | -24 | 7 | 5%
Cc1noc(C)c1COC(=O)C1CC(O)CN1S(=O)(=O)c1ccc(Cl)cc1 (configuration not stated) | -0.88 | 19 | 1 | 1 | 1.2 | 7 | -2 | 3 | 1%
COc1ccc2c(c1OC)C(=O)N(c1cccc(C)c1)C2=O | 0.83 | 15 | 1 | -0.15 | 4.6* | -9 | -2 | 9 | 0%
Cn1nnnc1SCC(=O)Nc1ccc(Cl)cc1Cl | -0.22 | 10 | 0.9 | 0.11 | 0.64 | 3 | -5 | . | 2%
Cc1cc(NC(=O)Cn2nc(-c3ccccc3F)ccc2=O)ccc1-n1cnnn1 | 0.29 | 14 | 0.9 | 0.66 | . | 32 | 1 | 4 | 14%
CCOC(=O)C1=C(N)n2c(s/c(=C\c3cccnc3)c2=O)=C(C(=O)OCC)C1c1cccnc1 (configuration not stated) | 0.78 | 27 | 0.9 | 0.18 | 1.1 | -8 | 4 | 0 | 5%
CC(C)Sc1nnc(Cn2c(=O)sc3ccccc32)n1-c1ccccc1 | -0.017 | 22 | 1 | 0.02 | . | 1 | -15 | 10 | 0%
CCCCOc1ccc(C(=O)N2CCC(C)CC2)cc1 | 0.084 | 6 | 0.9 | 0.67 | -0.061 | 20 | 1 | 4 | 2%
COc1ncnc2c1N[C@@](C)(O)c1c(F)c(F)c(F)c(F)c1S2 | 0.25 | 5 | 1 | 1.7 | 5.7* | 0 | -6 | -2 | 10%
O=c1c(C(c2nnnn2C2CCCCC2)N2CCCCC2)coc2ccc(Cl)cc12 (configuration not stated) | -0.17 | 6 | 0.9 | 0.42 | 0.79 | 15 | -26 | 6 | 6%
Cc1nc(NC(=O)CN2CCOCC2)sc1-c1ccccc1 | 0.11 | 9 | 0.9 | 0.48 | 0.58 | 5 | 41 | . | 3%

(list continues)
SMILES | M1 antag | HEK293 NFkB inh | TNAP act DEA | M1 ag | D1 mod | Ecoli tolC | SF-1 act | Jurkat tox 60K | NADH coupling
COC(=O)c1ccc(OCCn2cnc3ccccc3c2=O)cc1 | -1.1 | -3 | 0.9 | -0.092 | 5.2* | 11 | 21 | 4 | 7%
C=CCn1c(Cc2ccc(OC)cc2)nnc1SCc1nc2ccccc2c(=O)[nH]1 | 0.69 | 10 | 0.9 | 0.31 | 1.5 | -9 | -8 | -1 | 6%
O=C(Nc1ccc2c(c1)OCO2)c1cccc(Cl)c1 | -0.51 | -13 | 0.8 | -0.19 | -0.64 | 34 | 67* | 5 | 1%
Nc1nc(Nc2ccc(Cl)cc2Cl)nc(C(F)(F)F)n1 | -1.2 | -10 | 1 | 0.64 | 11* | 16 | 85* | 9 | 1%
Cc1cc(NC(=O)C2CCCN(S(=O)(=O)c3c(C)noc3C)C2)no1 (configuration not stated) | -0.1 | 14 | 0.9 | -0.0035 | 0.16 | -21 | 16 | -2 | 3%
O=C(NCCC1=CCCCC1)c1ccc2c(=O)n3c(nc2c1)CCCCC3 | -1.4 | -2 | 0.9 | 2 | 0.69 | 32 | 6 | 3 | 11%
COc1cccc(N2CCN(C(=O)C3CCCN(S(=O)(=O)c4cnc[nH]4)C3)CC2)c1 (configuration not stated) | 0.096 | 11 | 0.8 | -0.14 | -0.19 | -15 | -3 | 0 | 4%

Quoted at random: five compounds from above, in no set order.
SMILES | M1 antag | HEK293 NFkB inh | TNAP act DEA | M1 ag | D1 mod | Ecoli tolC | SF-1 act | Jurkat tox 60K | NADH coupling
C=CCn1c(Cc2ccc(OC)cc2)nnc1SCc1nc2ccccc2c(=O)[nH]1 | 0.69 | 10 | 0.9 | 0.31 | 1.5 | -9 | -8 | -1 | 6%
COc1cccc(N2CCN(C(=O)C3CCCN(S(=O)(=O)c4cnc[nH]4)C3)CC2)c1 (configuration not stated) | 0.096 | 11 | 0.8 | -0.14 | -0.19 | -15 | -3 | 0 | 4%
Cc1cc(NC(=O)C2CCCN(S(=O)(=O)c3c(C)noc3C)C2)no1 (configuration not stated) | -0.1 | 14 | 0.9 | -0.0035 | 0.16 | -21 | 16 | -2 | 3%
O=C(Nc1ccc2c(c1)OCO2)c1cccc(Cl)c1 | -0.51 | -13 | 0.8 | -0.19 | -0.64 | 34 | 67* | 5 | 1%
Nc1nc(Nc2ccc(Cl)cc2Cl)nc(C(F)(F)F)n1 | -1.2 | -10 | 1 | 0.64 | 11* | 16 | 85* | 9 | 1%
